FBW7 activator: human FBW7 E3 ligase activation, primary screen | normalized activity (activation), % at 26.1 µM | AlphaScreen FBW7–phospho-cyclin E peptide binding, activator screen | Q969H0 | hit rate 0.13% among 650,000; in the data active = normalized activity above about 1.9%;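 also: purified mutant Fbw7 with reduced substrate affinity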
Target sequence (Q969H0 whole entry, looked up): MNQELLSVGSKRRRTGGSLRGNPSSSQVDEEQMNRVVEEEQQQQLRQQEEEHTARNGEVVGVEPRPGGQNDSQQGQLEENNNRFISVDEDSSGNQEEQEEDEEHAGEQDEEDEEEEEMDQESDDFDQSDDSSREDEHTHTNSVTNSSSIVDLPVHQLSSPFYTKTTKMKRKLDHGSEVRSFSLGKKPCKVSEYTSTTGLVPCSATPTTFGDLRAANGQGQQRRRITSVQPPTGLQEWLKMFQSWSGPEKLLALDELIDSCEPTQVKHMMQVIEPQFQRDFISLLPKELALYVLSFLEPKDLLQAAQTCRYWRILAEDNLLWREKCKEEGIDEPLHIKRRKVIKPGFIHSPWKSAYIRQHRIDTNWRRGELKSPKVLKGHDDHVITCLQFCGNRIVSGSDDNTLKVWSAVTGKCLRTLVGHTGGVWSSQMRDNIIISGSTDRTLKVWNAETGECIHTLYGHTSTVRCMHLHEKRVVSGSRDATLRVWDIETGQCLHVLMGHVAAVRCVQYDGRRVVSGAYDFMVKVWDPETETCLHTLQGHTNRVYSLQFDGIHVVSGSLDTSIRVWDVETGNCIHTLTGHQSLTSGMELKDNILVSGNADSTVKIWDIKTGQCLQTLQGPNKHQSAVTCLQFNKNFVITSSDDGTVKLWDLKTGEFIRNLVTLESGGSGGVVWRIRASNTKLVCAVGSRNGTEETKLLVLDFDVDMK
GPR151 activ: activates the human receptor GPR151; PathHunter beta-arrestin GPR151 cells, luminescence; activation, % at 11.2 µM; AID 1508602; hit rate 1% among 650,000; in the data active = activation above about 4.9%;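 also: 0% = median of compound wells and 100% = cells with positive control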
Target sequence (Q8TDV0 whole entry, looked up): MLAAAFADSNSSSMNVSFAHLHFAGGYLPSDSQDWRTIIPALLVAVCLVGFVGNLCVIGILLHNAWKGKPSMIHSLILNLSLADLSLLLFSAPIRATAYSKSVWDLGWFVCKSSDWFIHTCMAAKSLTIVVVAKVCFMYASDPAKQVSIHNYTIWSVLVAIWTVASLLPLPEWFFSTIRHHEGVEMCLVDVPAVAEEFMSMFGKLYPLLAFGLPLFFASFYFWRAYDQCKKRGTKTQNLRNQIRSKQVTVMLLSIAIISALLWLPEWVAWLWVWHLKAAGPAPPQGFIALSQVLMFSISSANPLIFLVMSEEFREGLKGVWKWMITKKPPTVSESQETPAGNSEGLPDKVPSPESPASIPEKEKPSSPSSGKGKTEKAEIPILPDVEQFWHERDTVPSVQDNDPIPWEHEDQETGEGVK
TEAD-YAP block: TEAD-YAP interaction inhibition; HEK-TIYL cells, TEAD-Gal4/YAP UAS-luciferase luminescence; inhibition, % at 9.12 µM; hit rate 1.4% among 640,000; in the data active = inhibition above about 32%;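 also: 0% = median of test compound wells and 100% = reference inhibitor wells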
MITF primary: blocks human microphthalmia-associated transcription factor | O75030 | AlphaScreen MITF homodimerization, bead proximity signal | inhibition, % at 2.6 µM | hit rate 0.91% among 650,000; in the data active = inhibition above about 50%;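 also: 0% = vehicle wells with protein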
The depositor's hits bear a star. The order is random; overall some 3.5% were active at least once.

canonical_smiles | FBW7 activator | MITF primary | TEAD-YAP block | GPR151 activ
CN(C)CCCN1C(=O)C(O)=C(C(=O)c2ccco2)C1c1ccccn1 (centres undefined) | -0.2 | -2 | -8 | -0.1
CC(=O)NCCc1nc2ccccc2n1CCCOc1cccc(C)c1 | 0.0 | 7 | 8 | 2.8
CC(C)C(=O)O/N=C(\N)c1ccccc1 | 0.1 | 5 | 12 | -0.5
COC(=O)c1ccc(NC(=O)C(C)(C)C)cc1 | 0.0 | -1 | -40 | -0.5
COc1ccc(-n2c(=O)cc(N3CCCCCC3)[nH]c2=O)cc1 | 0.1 | -7 | -7 | 1.3
CCn1c(N2CCCC(C(=O)NCCCO)C2)nc2ccccc21 (centres undefined) | 0.0 | 9 | 4 | -1.2
COc1ccc(C(CC(=O)O)NC(=O)COc2ccccc2)cc1OC (centres undefined) | 0.1 | -11 | -5 | -1.2
CCCC(=O)Nc1ccccc1NC(=O)Cc1ccccc1[N+](=O)[O-] | 0.1 | 7 | 8 | -0.3
CCOc1cc(/C=C2/NC(=O)NC2=O)ccc1OC | 0.1 | 15 | -6 | -1.4
O=C(Nc1ccccc1C(=O)Nc1ccccn1)c1ccc([N+](=O)[O-])cc1 | 0.9 | 18 | 20 | -1.5
CCOC(=O)C1=C(c2ccccc2)NC(=S)NC1c1ccc(O)c(OCC)c1 (centres undefined) | 0.0 | -4 | 2 | 0.0
C/C(=N\NC(=O)C1CCCCC1)c1ccc(O)cc1O | 0.1 | 7 | -5 | -0.9
CCOc1cc(NC(=O)C(F)(F)F)c(OCC)cc1NC(=O)c1ccccc1C | -0.1 | -8 | -9 | -0.9
O=C(NCCc1ccc(O)cc1)c1cccc(N2CCCC2CO)n1 (centres undefined) | -0.1 | -1 | 5 | 0.6
Cc1cc(C)c2nc3s/c(=C\c4cc(Br)ccc4O)c(=O)n3c2c1 | 0.0 | 6 | -10 | -0.1
CCCc1nnc(SCC(=O)NC2CCCCC2)n1CCOC | -0.1 | 0 | -1 | -0.8
COc1ccc(OCCCC(=O)Nc2ccc(N3CCCCC3)cc2)cc1 | -0.1 | 0 | 1 | -0.2
Cc1ccc2cccc(SCC(=O)NCC3CCCO3)c2n1 (centres undefined) | -0.3 | -1 | 0 | 1.7
O=C1CSC(c2cc3c(cc2Br)OCO3)N1c1ccc(Cl)cc1 (centres undefined) | 0.6 | 0 | -10 | -1.3
Cc1ccc(-n2c(-c3cccnc3)n[nH]c2=S)c(Br)c1 | -0.2 | 2 | -3 | -0.8
COC(=O)c1ccc(NS(=O)(=O)c2ccc(N3C(=O)c4ccccc4C3=O)cc2)cc1 | -0.1 | -1 | -6 | 1.0
CC(=O)Nc1ccc(NC(=S)NC(=O)c2cccc(Br)c2)cc1 | -0.2 | -5 | 1 | -0.7
COc1cc(Cl)c(S(=O)(=O)N2CC(C)OC(C)C2)cc1Cl (centres undefined) | -0.3 | 0 | 0 | 0.9
CC12CCCC(O)(C1)C1CC(C)(C)C1CC2 (centres undefined) | 0.3 | 2 | -10 | 0.2
Nc1cc(C(=O)NC2=NCCS2)ccc1Cl | 0.1 | 0 | -84 | -2.2
CCC(=O)N(CCC(c1ccccc1)c1ccc2c(c1)OCO2)Cc1ccc(OC)c(OC)c1 (centres undefined) | 0.1 | -3 | -6 | 0.0
O=C(NCCc1ccc(O)cc1)c1cnc(N2CCC(N3CCOCC3)CC2)s1 | 0.2 | -4 | -14 | 1.8
CCOC(=O)C1CCCN(C(=O)c2cc(Nc3ccc(OC)cc3)nc3ccccc23)C1 (centres undefined) | 0.0 | -6 | 0 | -0.9
COc1ccc(CSc2ccc(C(=O)Nc3ccc(C(F)(F)F)cc3)cc2[N+](=O)[O-])cc1 | -0.2 | -7 | 2 | 0.0
CCOC(=O)N1CCN(Cc2ccc(N(C)C)cc2)CC1 | 0.2 | -20 | 19 | 3.1
Cn1c(=O)c2c(SCC(=O)N3CCCCC3)nc(-c3cccs3)nc2n(C)c1=O | 0.0 | 13 | 15 | 0.7
O=C(Nc1ccc(Cl)c([N+](=O)[O-])c1)c1ccc2cccc(O)c2c1 | 0.0 | -1 | -35 | 2.7
CCN(CC)C(=O)C(=O)NCc1ccc2c(c1)OCO2 | -0.2 | -5 | -4 | 0.4
O=C(c1cccc(F)c1F)N1CCN2C(=O)[C@@H]3CSCN3C(=O)[C@H]2C1 | 0.8 | 18 | -7 | 0.1
CC(C)CCNC(=O)CSC1=Nc2ccccc2C2=NC(Cc3c[nH]c4ccccc34)C(=O)N12 (centres undefined) | -0.1 | 0 | -7 | 0.3
CCN(CC)CCNC(=O)C(=O)Nc1ccc(C(=O)OC)cc1 | -0.1 | -3 | -8 | -0.2
O=C(Cc1ccc(F)cc1)N(CCCN1CCOCC1)c1nc2c(F)cccc2s1 | -0.1 | 10 | -32 | 0.2
CC1CN(C(=O)COc2cccc3ccccc23)CC(C)O1 (centres undefined) | 0.0 | -6 | -8 | 4.2
CCC[C@@H]1NC(=O)[C@@H]2C[C@H](NC(=O)c3sccc3Cl)CN2C1=O | 0.0 | -10 | -2 | -1.3
O=C(N/N=C/c1ccc(O)c(Br)c1)c1cc([N+](=O)[O-])cc([N+](=O)[O-])c1 | -0.5 | 7 | -4 | 1.1
COc1ccccc1C1C2=C(CCCC2=O)Nc2ccccc2N1C(=O)c1ccccc1 (centres undefined) | 0.0 | 5 | 5 | 0.5
O=C(c1ccc(NCc2ccc(F)cc2)c([N+](=O)[O-])c1)N1CC2CC(C1)c1cccc(=O)n1C2 (centres undefined) | 0.0 | 2 | 8 | 0.0
CC(=O)N1CCN(Cc2ccc3c(c2)CN(C(=O)c2ccc4[nH]ccc4c2)CCO3)CC1 | 0.0 | 9 | 4 | 0.5
Cn1c(CSc2nc3ccccc3o2)nc2ccccc21 | -0.3 | -10 | -70 | -0.3
CCC(C)N1C(=O)C2C(C(=O)Nc3ccc(C(C)C)cc3)C3C=CC2(O3)C1C(=O)NC1CCCCC1 (centres undefined) | 0.0 | 9 | 0 | -1.9
Cc1cc(Nc2ccc(C(=O)O)cc2)n2nc(C)nc2n1 | 0.0 | 1 | -8 | 0.3
Nc1ccc2nc(CCc3nc4ccc(N)cc4[nH]3)[nH]c2c1 | -0.1 | -1 | -5 | 0.9
OC(COc1cccc2ccccc12)Cn1cnc2ccccc21 (centres undefined) | -0.4 | -2 | 6 | -0.1
COC(=O)c1sc(=S)n(-c2cccc(OC)c2)c1N | -0.1 | 8 | 2 | -1.5
COc1ccc(Nc2nc(Cl)nc(NC(C)C)n2)c(OC)c1 | -0.1 | -4 | 9 | 2.2
CCOC(=O)N1CCC(NC(=O)CC2C(=O)NCCN2Cc2ccoc2)CC1 (centres undefined) | 0.3 | 13 | 0 | -1.1
Cc1cccc(NC(=O)C2C3C=CC4(O3)C2C(=O)N(Cc2ccc3c(c2)OCO3)C4C(=O)NC2CCCCC2C)c1 (centres undefined) | 0.6 | -8 | -2 | -0.7
O=C1N[C@@H](COCc2ccccc2)C(=O)N2CCN(C(=O)c3cccc4ccccc34)C[C@H]12 | -0.5 | 4 | -3 | 1.3
COc1cc(Nc2cc(-c3ccc4c(ccn4C)c3)nc(N)n2)cc(OC)c1OC | 0.0 | 7 | 7 | 2.5
CCCNC(=O)CS(=O)Cc1nc(-c2ccc(C)cc2)oc1C (centres undefined) | -0.2 | -1 | 13 | 2.4
S=C(NC1CCCCC1)C12CC3CC(CC(C3)C1)C2 | -0.1 | -7 | -4 | 0.5
O=C1NC(=Nc2ccc(F)cc2)S/C1=C/c1ccccc1[N+](=O)[O-] | 0.4 | 28 | -1 | 0.1
Cc1ccc(NC(=O)CSc2cn(Cc3ccccc3Cl)c3ccccc23)cc1 | -0.1 | 16 | -6 | -0.7
O=C(CSc1nnc(NC(=O)c2c(F)cccc2F)s1)NC1CCCCC1 | 0.1 | -4 | 2 | -0.8
CCOc1ccc(NC(=O)COc2cc(C)ccc2C)cc1 | 0.5 | 3 | 6 | -0.1

(list continues)
canonical_smiles | FBW7 activator | MITF primary | TEAD-YAP block | GPR151 activ
COc1cc(Nc2nc(SCC(=O)c3ccccc3)nc3ccccc23)cc(OC)c1 | -0.1 | -3 | 4 | 6.9*
Cc1ccc(-c2nc(CS(=O)CC(=O)NCCCN3CCCCCC3)c(C)o2)cc1 (centres undefined) | -0.3 | -15 | 0 | 0.5
COC1(OC)C2(Cl)C(Cl)=C(Cl)C1(Cl)C1CC3C(=O)NC(=O)C3CC12 (centres undefined) | 0.3 | -20 | 7 | 0.6
OC(COc1ccc2c(c1)CCC2)CN1CCOCC1 (centres undefined) | -0.2 | -10 | -4 | 0.5
CCOC(=O)C1=NN(c2ccccc2)C2C(=O)N(c3ccccc3Cl)C(=O)C12 (centres undefined) | -0.1 | 18 | 6 | -1.4
O=C(Nc1ccccc1)/C(=C\c1ccccc1)NC(=O)c1ccc(Br)o1 | -0.2 | 6 | 3 | 2.6
CC(C)CC(=O)NNC(=S)NCc1ccco1 | 0.1 | 9 | 16 | 1.4
CCN1CCCC1CNC(=O)Cn1c(=S)[nH]c2ccccc2c1=O (centres undefined) | 0.0 | 4 | 5 | 0.5
CNc1nc(N/N=C/c2cc([N+](=O)[O-])ccc2F)nc(Nc2ccccc2)n1 | -0.2 | -1 | -3 | 0.0
CCC(C)(C)C(=O)Nc1cc(C)ccc1C | 0.1 | -2 | 3 | 2.4
Cc1cccc(-n2nc3c(c2NC(=O)CCC2CCCC2)CS(=O)(=O)C3)c1C | 0.0 | -3 | 2 | -0.8
N#C/C(=C/c1cc2c(cc1Br)OCO2)C(=O)Nc1ccc(F)cc1 | 0.1 | 17 | -3 | 0.3
Cc1ncc(CN2CCC3(CC2)NC(=O)c2ccccc2O3)n1C | 0.2 | 23 | 5 | 4.9*
O=C(Cc1ccc(-n2cccc2)cc1)N1CCN(c2ccccc2F)CC1 | 0.5 | 0 | -1 | -1.9
N#C/C(=C/c1c(Cl)cccc1Cl)c1ccc([N+](=O)[O-])cc1 | 0.2 | 20 | 5 | -0.5
Cc1ccnc2nc(C(=O)Nc3ccc(C45CC6CC(CC(C6)C4)C5)cc3)nn12 | -0.1 | -17 | 1 | -0.4
CCOC(=O)c1c(NC(=O)c2ccc(-c3ccc(F)cc3)o2)sc2c1CCCC2 | 0.2 | 3 | -7 | 0.8
O=C(Nc1ccc(Cl)c(Cl)c1)/C(=C/c1cccc([N+](=O)[O-])c1)NC(=O)c1cccc(Cl)c1 | 0.1 | 12 | 3 | -0.9
CC(=O)c1cnn(-c2ccc(C(=O)O)cc2)c1C | -0.3 | 18 | 2 | 0.5
COc1ccccc1NC(=O)c1cnc(SCc2ccccn2)n(C)c1=O | 0.4 | -7 | -8 | 0.7
Cc1c(C(=O)NCCC2=CCCCC2)sc2ncnc(N3CCCCC3C)c12 (centres undefined) | -0.2 | 2 | 6 | 0.2
O=C1NC(=O)N(c2ccccc2)C(=O)C1C(c1ccccc1)c1ccccc1 (centres undefined) | 0.2 | 12 | 6 | 0.0
O=C(CC1C(=O)NCCN1Cc1ccc(F)cc1Cl)NC1Cc2ccccc2C1 (centres undefined) | 0.0 | 2 | 9 | -0.2
CC1(C)CC(=O)c2sc(NC(=O)c3sc4ccccc4c3Cl)nc2C1 | -0.1 | -8 | -1 | -0.2
CCN(CC)C(=O)c1sc(NC(=O)c2cc(-c3ccccc3)nc3ccccc23)c(C(=O)OC)c1C | 0.1 | 2 | -4 | -1.3
COC(CNc1cc(-c2cncc(-c3ccccc3)c2)nc(C)n1)OC | 0.5 | 4 | 3 | -0.7
O=C(CN1C(=O)/C(=C\c2cccc(F)c2)Oc2ccccc21)N1CCOCC1 | 0.2 | 2 | 1 | -0.1
CCOC(=O)N1CCC(NC(=O)c2cc(Cl)sc2Cl)CC1 | -0.1 | -9 | 1 | 0.8
O=c1[nH]c2ccc(Cl)c([N+](=O)[O-])c2[nH]c1=O | -0.1 | 12 | 10 | -2.1
CCCCCOc1ccc(-c2ccc(C#N)cc2)cc1 | 0.3 | -7 | 11 | -0.1

5 compounds from above, sorted by length of the SMILES, lowest first:
canonical_smiles | FBW7 activator | MITF primary | TEAD-YAP block | GPR151 activ
CCOC(=O)N1CCC(NC(=O)c2cc(Cl)sc2Cl)CC1 | -0.1 | -9 | 1 | 0.8
COC(CNc1cc(-c2cncc(-c3ccccc3)c2)nc(C)n1)OC | 0.5 | 4 | 3 | -0.7
Cc1c(C(=O)NCCC2=CCCCC2)sc2ncnc(N3CCCCC3C)c12 (centres undefined) | -0.2 | 2 | 6 | 0.2
Cc1ccnc2nc(C(=O)Nc3ccc(C45CC6CC(CC(C6)C4)C5)cc3)nn12 | -0.1 | -17 | 1 | -0.4
CCN(CC)C(=O)c1sc(NC(=O)c2cc(-c3ccccc3)nc3ccccc23)c(C(=O)OC)c1C | 0.1 | 2 | -4 | -1.3

(more compounds)
canonical_smiles | FBW7 activator | MITF primary | TEAD-YAP block | GPR151 activ
CCc1nn(CC(=O)NCCCSC2CCCCC2)c(=O)c2cc3occc3n12 | -0.2 | 9 | 1 | -0.7
CCOc1ccc(N(C(C)=O)C2=C(N3CCN(C)CC3)C(=O)c3ccccc3C2=O)cc1 | -0.2 | 9 | 90* | -3.7
Cc1cc(N2C(=O)C3CCCCC3C2=O)ccc1N1C(=O)c2ccc(Cl)cc2C1=O (centres undefined) | 0.3 | 11 | 0 | -1.3
COc1ccc(-c2cnc3c(Nc4ccc(C(C)C)cc4)nccn23)cc1OC | 0.1 | 14 | 3 | 0.8
O=C(CCc1ccccc1)Nc1ccc2c(c1)C(=O)N(C1CCCCC1)C2=O | -0.2 | -7 | -5 | 1.0
CCCN=Cc1c(C)[nH]n(-c2ccc(C)cc2)c1=O | 0.1 | 14 | -61 | 1.4
CCN1C=C(C(=O)OC)C(c2ccc([N+](=O)[O-])cc2)C(C(=O)OC)=C1 | -0.5 | -14 | 6 | 0.2
COc1ccc(-c2csc(Nc3cccc([N+](=O)[O-])c3)n2)cc1 | 0.1 | 3 | -30 | 0.9

Compound activity: PubChem, The Scripps Research Institute Molecular Screening Center
